Screening results deposited in PubChem BioAssay by several laboratories.
RPL19A-GFP yeast: modulators of TOR pathway RPL19A-GFP in S. cerevisiae. hit rate 0.3% among 330,000. S. cerevisiae RPL19A-GFP strain, flow cytometry, 3 h; stronger effect = lower value. percent response vs DMSO, % at 10 µM;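 active = percent response vs DMSO below 50%; inconclusive = fewer than 70 events counted for the yeast strain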;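 also: median channel GFP fluorescence of the barcoded RPL19A-GFP strain; ratio of sample median GFP to plate DMSO average so 100% = DMSO; lower means less RPL19A-GFP as with rapamycin TOR inhibition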
AHR act: activators of human aryl hydrocarbon receptor; P35869; AHR-responsive luciferase reporter cells, luminescence; activation, % at 5 µM; hit rate 2.5% among 320,000; AID 2796; in the data active = activation above about 47%;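 also: 0% = vehicle wells and 100% = reference agonist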
Target sequence (P35869 whole entry, looked up): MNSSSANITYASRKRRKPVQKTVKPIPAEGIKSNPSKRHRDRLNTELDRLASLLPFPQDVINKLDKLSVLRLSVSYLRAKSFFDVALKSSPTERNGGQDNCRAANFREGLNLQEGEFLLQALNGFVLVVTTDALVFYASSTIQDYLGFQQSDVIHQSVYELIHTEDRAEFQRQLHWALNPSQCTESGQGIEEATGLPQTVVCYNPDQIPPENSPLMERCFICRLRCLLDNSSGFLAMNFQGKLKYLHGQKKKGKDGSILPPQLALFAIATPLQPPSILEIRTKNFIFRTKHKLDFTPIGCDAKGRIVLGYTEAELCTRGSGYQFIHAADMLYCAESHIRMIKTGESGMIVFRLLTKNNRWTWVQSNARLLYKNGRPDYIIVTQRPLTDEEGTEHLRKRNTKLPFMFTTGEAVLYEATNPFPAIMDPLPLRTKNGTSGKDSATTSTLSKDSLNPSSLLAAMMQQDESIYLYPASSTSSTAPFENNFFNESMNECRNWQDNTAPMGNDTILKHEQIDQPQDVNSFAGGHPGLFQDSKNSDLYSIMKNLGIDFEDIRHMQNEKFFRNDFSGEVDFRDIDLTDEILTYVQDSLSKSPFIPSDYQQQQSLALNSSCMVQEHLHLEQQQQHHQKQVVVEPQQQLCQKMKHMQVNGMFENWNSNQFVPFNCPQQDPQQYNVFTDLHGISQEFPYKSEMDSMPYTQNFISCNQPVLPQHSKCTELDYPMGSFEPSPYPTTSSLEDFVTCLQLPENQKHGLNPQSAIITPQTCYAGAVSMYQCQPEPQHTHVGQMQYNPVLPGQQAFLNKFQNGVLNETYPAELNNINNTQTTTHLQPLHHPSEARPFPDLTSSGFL
MEP2-GFP yeast: yeast TOR pathway MEP2-GFP modulation | S. cerevisiae MEP2-GFP strain, flow cytometry GFP, 3 h; 100% = DMSO control level | GFP response vs DMSO, % at 10 µM | hit rate 0.51% among 330,000 | AID 2016;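 active = GFP response versus DMSO above a set limit, roughly screen mean plus 3 SD, cut at about 180% in these data; inconclusive = fewer than 70 cells counted for a yeast strain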;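 also: median GFP fluorescence of the barcode-gated MEP2-GFP cells per well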
proCasp7 act: counter-screen: procaspase-7 (human) activation; hit rate 0.093% among 330,000; P55210; AID 463210; recombinant procaspase-7, Ac-DEVD-pNA absorbance 405 nm; D23A/D198A/D206A triple mutant, cannot self-cleave; scale: DMSO 0, 5 µM enzyme 100; activation, % at 8.5 µM;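 active = percent activation above the screen-wide mean plus 3 SD, cut at about 25% in these data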
Target sequence (P55210 whole entry D23A/D198A/D206A): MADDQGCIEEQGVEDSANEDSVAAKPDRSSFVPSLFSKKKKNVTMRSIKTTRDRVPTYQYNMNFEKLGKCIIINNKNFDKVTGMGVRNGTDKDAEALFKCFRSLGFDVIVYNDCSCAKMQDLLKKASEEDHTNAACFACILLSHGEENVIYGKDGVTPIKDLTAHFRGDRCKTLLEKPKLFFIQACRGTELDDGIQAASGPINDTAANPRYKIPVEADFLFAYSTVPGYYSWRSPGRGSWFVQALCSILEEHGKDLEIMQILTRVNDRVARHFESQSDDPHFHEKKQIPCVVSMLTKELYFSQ
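System: Uncleavable procaspase-7 mutant enzyme; Amount: 2 µM procaspase-7 mutant as dispensed; Schedule: 1 h compound preincubation, 2 h substrate cleavage, 25 °C; Measured by: 405 nm absorbance of p-nitroaniline; Evaluation: percent activation from buffer-corrected 0–120 min absorbance change; Control set: low DMSO alone, high DMSO plus 5 µM PC-7.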
LAP4 TOR yeast: alters LAP4-GFP fluorescence in TOR pathway yeast screen | hit rate 0.34% among 320,000 | GFP response vs DMSO, % at 10 µM | S. cerevisiae LAP4-GFP multiplex, flow cytometry GFP, 3 h; median GFP as percent of DMSO wells;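 active = GFP response vs DMSO above a set limit, about the screen mean plus 3 SD, cut at about 150% in these data; inconclusive = under 70 cell events counted for the yeast strain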
proCasp3 act: procaspase-3 (human) activation | recombinant procaspase-3 D3A, Ac-DEVD-pNA absorbance 405 nm | activation, % at 8.5 µM | hit rate 0.11% among 330,000 | AID 463141;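 active = activation above the mean of all tested compounds plus 3 SD, cut at about 21% in these data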;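 also: 0% = DMSO alone and 100% = DMSO wells spiked with extra 5 µM PC-3 D3A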
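System: Procaspase-3 D3A mutant. Medium: Zinc-free 300 mM NaCl, 50 mM HEPES, 0.01% Triton X-100. Schedule: 1 h preincubation plus 2 h reaction at 25 °C. Measured by: 405 nm absorbance of p-nitroaniline, reads at 0 and 120 min. Read-out: percent activation relative to control range.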
AGP1-GFP MLPCN: modulators of TOR pathway AGP1-GFP in S. cerevisiae; GFP response vs DMSO, % at 10 µM; S. cerevisiae AGP1-GFP multiplex flow cytometry, 3 h; GFP as percent of DMSO wells; hit rate 0.02% among 320,000; AID 2066;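 active = GFP response relative to DMSO above a set limit, near screen average plus 3 SD, cut at about 150% in these data; inconclusive = fewer than 70 cells counted for the yeast strain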;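 also: median GFP channel fluorescence of the gated AGP1 strain per well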
CIT2 TOR yeast: modulators of TOR pathway CIT2-GFP in S. cerevisiae | S. cerevisiae CIT2-GFP strain, flow cytometry, 3 h; 100 means same as DMSO wells | GFP response vs DMSO, % at 10 µM | hit rate 0.065% among 320,000 | AID 2029;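 active = GFP response relative to DMSO above a set limit, near the screen mean plus 3 SD, cut at about 150% in these data; inconclusive = Fewer than 70 cells measured for a yeast strain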;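 also: ratio of well median GFP fluorescence to mean of DMSO wells on the plate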
Starred values were filed as active, the others as inactive; ? = inconclusive.

SMILES	RPL19A-GFP yeast	AHR act	MEP2-GFP yeast	proCasp7 act	LAP4 TOR yeast	proCasp3 act	AGP1-GFP MLPCN	CIT2 TOR yeast
C=CCn1c(Br)nc2c1c(=O)n(C)c(=O)n2C	93.6	-1.3	100.0	12.2	101.3	-6.6	97.7	95.8
CCCC(=O)Nc1ccc2nc(SCC(=O)Nc3nccs3)sc2c1	88.7	1.7	96.6	-2.2	84.7	-1.5	89.4	87.9
O=[N+]([O-])c1ccccc1NCCNc1ncc(C(F)(F)F)cc1Cl	101.2	20.9	104.3	-0.6	104.6	-10.4	104.5	109.5
CCc1ccccc1NC(=O)Nc1cccn(Cc2ccccc2F)c1=O	92.7	8.1	84.6	4.8	98.4	4.1	94.0	83.8
CCC1CCc2sc(C(=O)OCC(=O)N(CCOC)c3c(N)n(Cc4ccccc4)c(=O)[nH]c3=O)cc2C1 (configuration not stated)	96.6	1.1	99.2	1.9	100.5	4.1	96.5	96.7
CC(=O)Nc1ccc(NC(=O)CSc2ccc3nnc(CCNC(=O)c4ccccc4)n3n2)cc1	97.9	4.9	97.0	5.9	104.4	2.4	98.4	92.8
CC(CCN1CCN=C1N(C)C)c1ccccc1 (configuration not stated)	99.7	1.3	101.4	8.4	96.9	8.2	100.0	100.6
Cc1ccc(OCc2cc(C(=O)N3CCCC(O)C3)no2)cn1 (configuration not stated)	98.8	0.6	103.1	6.3	91.6	2.9	98.9	97.4
COc1ccccc1C(=O)NCCC(=O)Nc1ccncc1	99.6	-3.1	99.4	3.6	100.2	9.0	103.6	90.5
CCNC(=O)CC1SC(=Nc2cccc(Cl)c2C)N(C)C1=O (configuration not stated)	104.2	2.9	102.6	-10.6	102.2	-11.4	100.6	100.2
COc1cc2c(cc1OC)C(c1cccc(C)c1)CC(=O)N2 (configuration not stated)	116.0	5.4	110.2	0.4	87.1	0.4	104.9	101.6
C#CC(CC)(CC)NC(=O)/C=C/C(=O)O	98.7	0.0	91.1	7.2	100.5	-19.8	96.9	108.6
O=c1c2c(-c3ccc(Cl)cc3)csc2nc2n1CCC2	101.1	11.5	105.9	7.2	113.5	4.0	100.1	102.5
O=C(c1ccccc1)N1CCN(c2nc3ccc([N+](=O)[O-])cc3s2)CC1	100.5	1.5	102.3	-8.1	97.3	-7.3	95.0	97.0
COc1ccc(C(=O)C[n+]2ccc3c(c2)nc(-c2ccc(OC)cc2OC)n3C)cc1	94.2	-0.1	94.3	7.8	89.5	2.7	91.6	99.4
CC(C)=CCC(C)(C)CNC(=O)NC1CCCCC1	104.3	2.4	99.8	10.4	101.4	2.2	106.1	113.2
COCCn1c(SCc2cc(C(C)=O)ccc2OC)nc2cc(Cl)ccc2c1=O	95.5	-0.8	106.6	7.0	94.9	-0.2	99.1	99.5
CN(C)c1ccc(/C=N/N(CCC(=O)NC(C)(C)C)C2=NS(=O)(=O)c3ccccc32)cc1	104.2	4.4	95.2	1.8	97.0	1.8	103.7	98.0
COC(=O)c1[nH]c2cc(OC)ccc2c1NC(=O)CCN1CCSCC1	83.5	20.1	81.4	4.7	?	3.4	80.6	82.0
O=C(N1CCOCC1)N1CCN(c2ccccc2)CC1	111.5	1.2	115.8	-0.9	116.4	-0.7	117.6	124.8
CCOc1ccc(NC(=O)[C@@H]2CCCN2C(=O)c2cccs2)cc1S(=O)(=O)N1CCOCC1	90.5	-0.9	90.4	5.9	91.5	2.8	95.3	94.6
COc1cc(NC(=O)C2=C(C)OCCS2)c(Cl)cc1C(=O)NCCN(C)C	98.5	0.9	103.1	-0.1	91.8	-0.8	96.9	97.8
CCCc1cc(=O)oc2cc(C)cc(OC(=O)c3ccco3)c12	100.7	1.6	104.2	-1.1	104.8	15.9	97.5	100.1
CCOC(=O)c1ccc2[nH]c3c(c2c1)CCCC3	96.6	1.8	90.3	5.6	73.6	-1.0	80.4	95.7
CCCCOc1ccc(CSc2nnc(C)n2N)cc1[N+](=O)[O-]	104.8	7.1	99.0	5.0	89.7	-4.5	104.9	101.6
CCN=C1S/C(=C/c2ccc(-c3ccc(Cl)cc3C(=O)O)o2)C(=O)N1CC	105.9	4.8	102.4	-2.2	88.9	-6.7	96.7	103.0
O=C1NC(=O)/C(=C\c2ccc(OCc3cccc([N+](=O)[O-])c3)cc2)N1	100.7	-0.1	102.4	6.5	101.2	-1.8	107.3	111.3
O=C(O)CCC(=O)NC1CCCCC1	94.9	-2.2	96.9	-1.4	97.0	-2.9	92.5	91.2
Cc1nc2ccc(NC(=O)[C@H](C)N3C(=O)C4CC=CCC4C3=O)cc2s1 (some centres not stated)	102.2	0.6	110.4	13.5	100.9	5.7	99.5	101.8
CCN1C(=O)[C@H]2[C@@H](c3ccc(OC)cc3)N3C(=O)CN(CC4CC4)C(=O)[C@@]3(C)[C@H]2C1=O	104.0	3.5	95.5	14.2	120.0	-1.2	88.0	108.5
CCn1cc(C(=O)NC(C)C23CC4CC(CC(C4)C2)C3)cn1 (configuration not stated)	98.0	0.5	97.7	-1.6	87.7	8.6	96.0	95.8
O=C1OCCC1Sc1nnc(-c2ccc(Cl)cc2Cl)o1 (configuration not stated)	97.9	-1.3	88.0	0.1	112.4	5.2	103.8	96.8
Nc1ncc(Br)cc1S(=O)(=O)N1CCCCCC1	99.2	-1.3	101.4	-0.9	136.0	3.1	106.6	97.4
Cc1cc(C)n2c(SCc3nnc(-c4cccs4)o3)nnc2n1	98.5	1.7	93.8	0.8	90.3	3.5	98.8	94.8
N#CCCN(C(=O)CN1CCN(S(=O)(=O)c2ccc(Cl)s2)CC1)c1ccc(F)cc1	94.5	-1.0	99.8	1.2	95.0	-1.8	98.9	97.1
COc1ccc(S(=O)(=O)N2CCC(C(=O)NCCC3=CCCCC3)CC2)cc1C	99.9	-1.1	101.9	9.5	98.8	-3.5	92.5	98.6
Cn1c(=O)n(C)c2cc(N3CCCCC3)c(NC(=O)c3cccc(Cl)c3)cc21	107.9	5.8	95.1	-4.1	123.8	2.7	100.5	97.0
Cc1ccccc1CSc1ncnc2ccccc12	92.9	-0.6	86.1	2.4	81.8	1.0	82.9	78.2
COc1ccc(C(=O)NNC(=O)CSc2nnnn2-c2cc(OC)cc(OC)c2)cc1	103.0	5.1	106.6	10.8	91.7	1.5	106.7	110.6
CCn1c(SCC(=O)Nc2cc(C)on2)nnc1-c1ccncc1	97.8	-0.2	92.3	10.8	93.5	6.0	104.0	94.7
CC1CC(=O)c2c(cc3c(-c4c(O)cc(O)c5c(O)c6c(cc45)OC(C)CC6=O)c(O)cc(O)c3c2O)O1 (configuration not stated)	93.8	-0.9	103.8	1.2	101.1	-0.6	96.6	86.2
COc1cc(N)c(Cl)cc1C(=O)OCC(=O)c1cccs1	110.4	-1.0	108.2	4.5	105.3	7.3	96.3	107.7
O=C(CCc1nnc2ccc(NCc3ccco3)nn12)Nc1ccccc1F	113.5	8.5	111.8	-35.8	112.4	-15.7	120.7	125.9
CN(C(=O)c1ccc(NC(=O)Cc2ccc(NC(=O)C3CCN(C(=O)C4CCC4)CC3)cc2)cc1)C1CC1	96.9	-1.1	96.0	4.5	100.1	-2.3	95.5	99.8
CC1(C)CC(=O)C2=C(C1)NCN(Cc1ccc3c(c1)OCO3)C2	104.2	15.4	108.8	7.1	108.5	-3.3	107.8	105.0
C=CCNc1nc(-c2sc(NC(=O)CC)nc2C)cs1	97.0	69.6*	103.2	-4.1	107.3	1.4	98.1	94.2
CC(=O)N1CCN(C(=S)NC(=O)c2c(-c3ccccc3Cl)noc2C)CC1	91.3	0.4	85.2	-3.0	95.6	-9.9	95.7	93.1
Cc1ccc(OCC(O)Cn2c(=N)n(CCN3CCOCC3)c3ccccc32)cc1 (configuration not stated)	103.5	0.0	99.2	-0.1	98.3	5.2	100.8	103.0
O=C(NCc1ccccc1)c1ccc(CN(c2ccccn2)S(=O)(=O)c2ccccc2)cc1	89.0	8.7	92.2	9.2	88.6	-2.1	87.0	84.3
CCN1C(=O)[C@@H]2Cc3c([nH]c4ccccc34)C(c3cc(OC)c(OC)c(OC)c3)N2C1=S (some centres not stated)	97.1	12.6	107.0	-11.9	109.7	-4.2	104.2	98.2
O=C(OCCN(C1=NS(=O)(=O)c2ccccc21)c1ccc(Cl)cc1)c1ccco1	98.4	0.8	133.4	11.9	96.8	5.7	91.2	101.1
Cc1cc(C(=O)Nc2sccc2C#N)c2ccccc2n1	105.5	11.1	107.0	0.4	105.8	-1.8	104.1	110.5
Cc1cc(NC(=O)c2cc(C(C)C)on2)no1	101.3	-1.3	107.1	13.1	104.4	-1.9	101.6	106.2
Cc1cc(C)c2sc(NC(=O)CN3C(=O)CCC3=O)nc2c1	105.2	5.4	103.7	-5.9	109.3	-8.4	115.0	112.9
COc1ccc(/C=N/NC(=S)NCCc2ccccc2)cc1	101.7	13.1	101.2	-1.2	96.1	8.1	103.8	100.9
COc1ccc(CSc2nnc(Cc3sc(-c4ccccc4)nc3-c3ccccc3)o2)cc1	98.2	5.8	108.6	3.0	101.3	11.3	99.9	95.7
COC(=O)C1=C(C)N(Cc2ccccc2)C(=NCCCOC(C)C)N[C@H]1c1ccccc1	96.7	-0.9	87.4	2.1	72.7	0.3	77.1	69.2
CCN(CC(=O)Nc1c(F)cccc1F)C(=O)/C=C/c1ccc(C)o1	101.8	2.9	109.8	3.0	103.3	-5.8	105.7	100.3
CCOc1cc(Br)c(COc2ccc(C)nc2[N+](=O)[O-])cc1OCC	107.2	9.5	107.8	-1.5	106.7	5.3	97.6	98.9
COC(=O)CCc1nc2c(C#N)c(-c3ccc(Cl)cc3)ccn2n1	95.0	-0.3	85.0	-1.9	93.6	3.4	78.1	95.4

Part of the list above, with each value named.
> O=C(OCCN(C1=NS(=O)(=O)c2ccccc21)c1ccc(Cl)cc1)c1ccco1
  RPL19A-GFP yeast: 98.4; AHR act: 0.8; MEP2-GFP yeast: 133.4; proCasp7 act: 11.9; LAP4 TOR yeast: 96.8; proCasp3 act: 5.7; AGP1-GFP MLPCN: 91.2; CIT2 TOR yeast: 101.1
> Cc1cc(C(=O)Nc2sccc2C#N)c2ccccc2n1
  RPL19A-GFP yeast: 105.5; AHR act: 11.1; MEP2-GFP yeast: 107.0; proCasp7 act: 0.4; LAP4 TOR yeast: 105.8; proCasp3 act: -1.8; AGP1-GFP MLPCN: 104.1; CIT2 TOR yeast: 110.5

Additional entries
SMILES	RPL19A-GFP yeast	AHR act	MEP2-GFP yeast	proCasp7 act	LAP4 TOR yeast	proCasp3 act	AGP1-GFP MLPCN	CIT2 TOR yeast
O=C(CSc1nc2ccccc2[nH]1)c1ccccc1F	101.2	-1.5	101.4	-9.6	102.3	-8.4	89.2	99.6
CCOC(=O)N1CCN(C(=O)COC(=O)c2cc(Cl)cc(Cl)c2)CC1	101.7	0.8	112.6	-6.4	98.2	7.6	105.7	108.1
CCC(CC)c1nnc(NC(=O)CCNC(=O)c2ccccc2Cl)s1	102.3	11.8	102.6	-2.1	103.2	-9.8	103.3	98.8
CC(=O)NCCC(=O)Nc1ccc(C)c(F)c1	108.6	2.0	107.0	-7.4	94.6	-3.1	101.1	100.0
O=C(c1cc(C2CC2)on1)N1CCOCC1	98.2	0.6	102.4	1.3	102.0	-2.5	94.2	100.6
CC(C)CNC(=O)C(=O)NCC1OCCCN1S(=O)(=O)c1cccs1 (configuration not stated)	107.2	-4.4	106.5	1.1	95.7	0.5	102.5	107.7
